# From PubChem BioAssay
# CendR NRP1 mod = NRP-1/CendR interaction modulation; FAM-RPARPAR peptide binding to NRP-1, fluorescence polarization; 360,000 compounds, 0.85% hits; inhibition, % at 25 µM; O14786;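 active means inhibition or corrected inhibition above about 18%, plus a signal ratio from 0.5 to 1.5, limit read from the data, passing the limit was not always enough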; further: strong numbers were not always called active
# LMPTP inh = LMPTP (human) inhibition; P24666; recombinant LMPTP-A, OMFP fluorogenic substrate, fluorescence intensity; inhibition, % at 20 µM; 360,000 compounds, 0.22% hits; AID 651560;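 active means compounds that cut the enzyme signal by at least half of the control window in the single-dose screen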;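 further: plate controls were DMSO wells with enzyme plus substrate for no effect and substrate without enzyme for full effect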
#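 Test system: LMPTP-A, protein tyrosine phosphatase of low molecular weight; Input: 0.625 nM enzyme; Incubation: 50 min dark incubation at room temperature; Signal: endpoint fluorescence intensity from OMFP dephosphorylation; Read-out basis: % inhibition versus control wells.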
# NadD block = inhibitors of Staphylococcus aureus NadD | purified NadD enzyme, colorimetric absorbance read-out | inhibition, % at 20 µM | 360,000 compounds, 0.78% hits; in the data active means inhibition above about 26%; further: some compounds past the cut are filed as inactive
# SUMO1 PPI mod = modulators of human SUMO1-mediated protein-protein interactions; P63165; SUMO1 binding to a labelled peptide, TR-FRET, 1 h; inhibition, % at 20 µM; 360,000 compounds, 0.33% hits; AID 602429; in the data active means inhibition above about 37%
# Rpn11 inh = Rpn11 (human) deubiquitinase inhibition | human 26S proteasome, Ub4-pepOG fluorescence polarization; 20S core pre-blocked with epoxomicin | calls only at 20 µM | 360,000 compounds, 0.59% hits | AID 588493;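 active means inhibition at 20 µM, scaled to each plate's controls, above about 33%, limit read from the data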
# SKN-1 block = inhibitors of C. elegans SKN-1; C. elegans VP596 Pgst-4::GFP/RFP ratio, acrylamide-induced, 24 h; inhibition, % at 21.8 µM; 360,000 compounds, 0.49% hits; AID 624304;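 active means interference check ratio from 0.5 to 1.5 plus GFP to RFP signal ratio inhibition reaching or exceeding a fixed threshold, cut at about 30% in these data, passing the limit was not always enough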; further: some compounds called inactive have numbers as strong as hits
# DNMT1 inh = inhibitors of human DNMT1. P26358. DNMT1 molecular beacon, Hinp1I cleavage, fluorescence. inhibition (reported as % activation of signal), % at 10 µM. 360,000 compounds, 0.83% hits. AID 588458; in the data active means inhibition above about 50%
# Target sequence (P26358 504-1616 limits assumed): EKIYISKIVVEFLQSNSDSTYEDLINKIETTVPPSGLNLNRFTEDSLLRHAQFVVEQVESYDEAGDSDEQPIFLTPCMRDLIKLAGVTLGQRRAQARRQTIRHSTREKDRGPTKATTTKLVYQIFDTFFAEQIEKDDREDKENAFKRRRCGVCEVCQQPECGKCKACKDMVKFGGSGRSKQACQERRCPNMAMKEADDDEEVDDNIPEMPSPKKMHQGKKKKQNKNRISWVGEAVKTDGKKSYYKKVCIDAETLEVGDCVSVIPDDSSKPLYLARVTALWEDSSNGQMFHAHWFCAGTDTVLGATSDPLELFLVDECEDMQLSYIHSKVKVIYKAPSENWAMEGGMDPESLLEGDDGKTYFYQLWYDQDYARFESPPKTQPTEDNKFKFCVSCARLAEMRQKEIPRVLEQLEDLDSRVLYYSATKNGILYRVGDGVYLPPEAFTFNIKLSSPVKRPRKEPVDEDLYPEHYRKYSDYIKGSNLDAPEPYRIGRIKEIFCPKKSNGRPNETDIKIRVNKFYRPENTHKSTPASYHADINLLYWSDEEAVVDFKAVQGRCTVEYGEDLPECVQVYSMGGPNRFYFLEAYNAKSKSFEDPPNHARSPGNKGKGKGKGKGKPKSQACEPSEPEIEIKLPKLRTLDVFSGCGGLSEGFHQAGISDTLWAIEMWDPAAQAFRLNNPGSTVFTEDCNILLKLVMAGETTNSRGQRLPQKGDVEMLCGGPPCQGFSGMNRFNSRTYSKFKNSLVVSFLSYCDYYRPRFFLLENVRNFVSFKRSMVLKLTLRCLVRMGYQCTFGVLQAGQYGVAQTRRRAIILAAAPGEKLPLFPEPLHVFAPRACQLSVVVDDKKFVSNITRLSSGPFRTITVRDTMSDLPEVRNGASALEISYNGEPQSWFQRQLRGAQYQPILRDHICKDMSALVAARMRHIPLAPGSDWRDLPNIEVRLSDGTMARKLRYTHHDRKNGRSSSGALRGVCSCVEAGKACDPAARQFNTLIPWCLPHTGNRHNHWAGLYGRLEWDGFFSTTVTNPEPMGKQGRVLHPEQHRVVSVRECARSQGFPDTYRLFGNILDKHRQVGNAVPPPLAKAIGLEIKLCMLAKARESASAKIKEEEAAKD
# MT1-MMP act inh = MT1-MMP (human) activation inhibition | P50281 | HT1080 RFP-PRO-GFP cells, GFP/RFP ratio fluorescence, overnight; percent of plate control window, DMSO zero | GFP/RFP ratio change, % at 20 µM | 360,000 compounds, 0.061% hits | AID 651647;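 active means GFP/RFP ratio change of at least 30% with cell ATP level not reduced by more than half and red fluorescence within 50% of control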; further: strong numbers were not always called active
#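 Assay system: HT1080 cells carrying an RFP-PRO-GFP reporter | Dosing: Single dose of 20 µM compound, 1% DMSO final | Incubation: Cells overnight before dosing, compound overnight, 37 °C, 5% CO2 | Evaluation: GFP/RFP fluorescence ratio | Control set: DMSO and RFP-L50D-GFP cell wells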
# STEP block = inhibitors of human striatal-enriched phosphatase STEP; inhibition, % at 20 µM; 360,000 compounds, 0.25% hits; recombinant STEP, OMFP fluorogenic substrate, fluorescence; AID 588621; P54829;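 active means inhibition at 20 µM, scaled per plate between control wells, above about 37%, limit read from the data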;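 further: 0% = DMSO with enzyme and substrate and 100% = substrate only without enzyme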
#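 System: isolated STEP enzyme; schedule: 20 min enzyme reaction at room temperature, protected from light; medium: Bis-Tris buffer pH 6.0, 2.5 mM DTT, 0.005% Tween 20; signal: fluorescence, 480/540 nm; dosing: single compound dose of 20 µM, 1% DMSO final; also added: OMFP substrate, 25 µM final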
# Scp1 inh = Scp-1 (human) phosphatase inhibition; AID 493091; inhibition, % at 20 µM; Recombinant Scp1, phosphopeptide, malachite green phosphate absorbance; Q9GZU7; 340,000 compounds, 0.88% hits;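 active means inhibition above about 50% at 20 µM, limit read from the data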;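 further: plate controls were DMSO wells with enzyme for no effect and wells lacking enzyme for full effect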
#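 Assay system: SCP-1 catalytic fragment, aa 76-261 | Buffer or medium: Tris acetate buffer pH 5.5 with MgCl2 and Tween-20 | Compound: One concentration, 20 µM, with 1.0% DMSO | Also added: Phospho 17-mer peptide substrate | Signal: Absorbance at 630 nm | Incubation: 45 min enzyme reaction at room temperature | Measure: % inhibition of SCP-1 phosphate liberation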
# Starred values were filed as active, the others as inactive; i = inactive; . = not tested or not shown. Random draw from the library; overall some 3.9% were active at least once.
CendR NRP1 mod | LMPTP inh | NadD block | SUMO1 PPI mod | Rpn11 inh | SKN-1 block | DNMT1 inh | MT1-MMP act inh | STEP block | Scp1 inh | Molecule
-5 | -0.7 | 3 | 0 | i | 5 | 10 | -2 | 0 | 8 | CCN(CC)c1ccc(C(=O)N/N=C/c2ccc(N3CCOCC3)cc2)cc1
-3 | 0.2 | 5 | -3 | i | 5 | -4 | -1 | 0 | -10 | CC1CC(C)(C)N2C(=O)C(=C(C#N)C#N)c3cccc1c32 (stereo not given)
-4 | 1.2 | 1 | 1 | i | 3 | -1 | 4 | 2 | 38 | Cc1ccccc1CSc1nnc(-c2ccccc2)c(=O)[nH]1
10 | -1.0 | 1 | -3 | i | 1 | 0 | 3 | -1 | 4 | CC(C)CNC(=O)CN(c1cccc(Cl)c1)S(C)(=O)=O
-3 | 0.2 | 1 | 0 | i | 23 | -1 | 0 | 1 | -8 | CCC(=O)Nc1nnc(SCC(=O)Nc2ccc(F)cc2)s1
10 | -0.5 | 0 | -13 | i | 6 | -4 | 0 | 0 | . | O=C(CCN1C(=O)c2ccccc2C1=O)c1ccccc1
-7 | -1.3 | -8 | -1 | i | 10 | -6 | -3 | -1 | . | C[C@@H]1CN([C@H](C)CO)C(=O)c2cc(Br)cnc2O[C@@H]1CN(C)Cc1ccc(-c2ccccc2)cc1
7 | -0.4 | -4 | 1 | i | 6 | 1 | 3 | 1 | -10 | CCC(Oc1ccccc1)C(=O)OCC(=O)N(CC)c1c(N)n(Cc2ccccc2)c(=O)[nH]c1=O (stereo not given)
0 | -2.0 | 1 | 1 | i | 3 | 1 | -1 | -2 | -1 | Cc1cc(C)c(C(=O)C(C)OC(=O)Cn2cnc3c2c(=O)n(C)c(=O)n3C)cc1C (stereo not given)
3 | 2.8 | -3 | -8 | i | 10 | -1 | -2 | 1 | -1 | CC1=NN(c2ccccc2)C(=O)/C1=C\c1sccc1C
4 | 1.9 | -2 | -4 | i | 13 | -2 | 5 | 0 | -3 | CCC(Sc1nc(C)cc(C)n1)C(=O)Nc1cc(C)on1 (stereo not given)
6 | 0.7 | -7 | 2 | i | -6 | 5 | 1 | 0 | -4 | Cc1ccnc(NCc2cccc3ccccc23)c1
0 | 3.9 | -8 | -2 | i | 9 | -1 | -22 | -2 | -7 | CC(c1ccccc1)N(CC(=O)NC1CCCCC1)S(=O)(=O)c1cccc(C(F)(F)F)c1 (stereo not given)
17 | -0.3 | -12 | 4 | i | -25 | -3 | -5 | -3 | -4 | O=C(COC(=O)c1cc(S(=O)(=O)N2CCOCC2)ccc1Cl)Nc1ccc2c(c1)OCO2
7 | -1.1 | 0 | 2 | i | 9 | -3 | 0 | 2 | 0 | O=C(COCc1cc(-c2ccco2)on1)NC1CCCCC1
-2 | 0.0 | -5 | 4 | i | 1 | 0 | 6 | -2 | -8 | CC(NS(=O)(=O)c1ccc(CCC(=O)NCc2ccco2)cc1)c1ccccc1 (stereo not given)
-3 | -0.3 | -8 | -4 | i | -3 | 3 | -1 | 3 | 4 | Cc1ccc(C(=O)OC(C)C(=O)NC2CCCCC2)cc1S(=O)(=O)N1CCCCC1 (stereo not given)
14 | 0.3 | 1 | 0 | i | 3 | -1 | 5 | 0 | -8 | CCn1cc(C2=NOC(C(=O)Nc3ccccc3C(=O)OC)C2)c(C)n1 (stereo not given)
1 | 16 | 13 | 7 | i | 0 | -6 | 0 | 4 | . | CC(C)(C)S(=O)N1Cc2cc(C(=O)NCc3ccc4c(c3)OCO4)nc(-c3cccc(-c4ccncc4)c3)c2[C@H]1CCO (stereo not given in full)
9 | -0.6 | -7 | 1 | i | 6 | 9 | -3 | -2 | -3 | O=C(CSc1nccc(=O)[nH]1)N1CCN(c2ccccc2)CC1
11 | 2.9 | -2 | -11 | i | -2 | 14 | 11 | -4 | -9 | COc1cc([N+](=O)[O-])ccc1NC(=O)Nc1ccc2c(c1)OCCO2
-2 | 4.2 | 6 | -2 | i | 14 | -13 | -67 | 2 | -7 | CCCc1nc2ccccc2c(C(=O)OCC(=O)c2ccc3c(c2)NC(=O)CO3)c1CC
0 | -0.7 | 10 | 1 | i | -3 | -1 | 5 | -2 | 4 | COc1ccc(OC)c2c1CC(C)(C)NC2=O
3 | -2.3 | -1 | 1 | i | 4 | -3 | -1 | 0 | -8 | CCOc1ccc(NC(=O)N[C@@H](Cc2ccccc2)C(=O)O)cc1
1 | -4.6 | -8 | -22 | i | -8 | -5 | 3 | 2 | 2 | CNCCNC[C@H](Cc1cccc2ccccc12)NCCc1ccccc1
8 | 0.3 | -3 | -2 | i | 16 | -2 | 2 | 0 | -7 | Cc1cc(C)c2[nH]c(C(=O)N3CCC(n4nccc4NC(=O)C4CC4)CC3)c(C)c2c1
-6 | -1.6 | 3 | 2 | i | 2 | -2 | -2 | -4 | -7 | O=C(NNC(=S)Nc1ccc(Cl)cc1Cl)c1ccncc1
-13 | -1.0 | -9 | 2 | i | -7 | 0 | 2 | -2 | 11 | CC(=O)Nc1cccc(-c2nn[nH]n2)c1
-29 | 2.5 | 2 | -34 | i | 39* | -17 | 6 | 3 | -8 | CN(C)c1ccc(N/C=C/C(=O)c2ccco2)cc1
6 | 0.5 | -3 | -14 | i | -7 | -2 | 2 | 3 | -3 | O=[N+]([O-])c1cc(S(=O)(=O)N2CCOCC2)ccc1N1CCNCC1
0 | 0.6 | -2 | -1 | i | 5 | 6 | -3 | 4 | 12 | CC(=O)c1ccc(S(=O)(=O)NC2CCSc3ccccc32)cc1 (stereo not given)
-18 | -0.3 | 2 | -7 | i | -5 | -3 | 3 | -2 | 0 | O=C(Cc1ccc(S(=O)(=O)N2CCOCC2)s1)Nc1ccccc1N1CCOCC1
-8 | -1.8 | 0 | 1 | i | 7 | 2 | 0 | -2 | -5 | CC(C)COCC(O)CC(Cc1ccccc1)C(=O)NN (stereo not given)
10 | 1.3 | -8 | 3 | i | -3 | -3 | 2 | 0 | -2 | CC(C)c1c(O)nc(SCCOc2ccc(Cl)cc2)[nH]c1=O
11 | 34 | 59* | -8 | i | -2 | 86* | -4 | 5 | 70* | CN(C)C(CNC(=O)c1cc(-c2ccco2)nc2ccccc12)c1ccccc1 (stereo not given)
7 | -2.6 | 8 | 4 | i | 11 | 6 | 2 | -4 | -9 | O=C(Nc1ccc(F)cc1F)c1cc2nc3c(c(C(F)(F)F)n2n1)CCCC3
-7 | 1.3 | 1 | -6 | i | 3 | 2 | 7 | 7 | -2 | COCCNc1ccc(-c2n[nH]c(=O)c3ccccc23)cc1[N+](=O)[O-]
8 | 1.7 | 0 | -1 | i | 16 | 1 | 2 | 1 | -2 | Cc1ccc(C(C)NC(=S)NCc2ccc(F)cc2)cc1C (stereo not given)
-13 | 1.2 | -1 | -2 | i | -1 | 6 | 5 | -1 | 3 | Cn1cc(C(=O)c2cccc(Cl)c2)cc1C#N

# 14 of these compounds, reformatted:
# Values run as follows: CendR NRP1 mod, LMPTP inh, NadD block, SUMO1 PPI mod, Rpn11 inh, SKN-1 block, DNMT1 inh, MT1-MMP act inh, STEP block, Scp1 inh
CCN(CC)c1ccc(C(=O)N/N=C/c2ccc(N3CCOCC3)cc2)cc1
  -5, -0.7, 3, 0, i, 5, 10, -2, 0, 8
CC1CC(C)(C)N2C(=O)C(=C(C#N)C#N)c3cccc1c32 (stereo not given)
  -3, 0.2, 5, -3, i, 5, -4, -1, 0, -10
Cc1ccccc1CSc1nnc(-c2ccccc2)c(=O)[nH]1
  -4, 1.2, 1, 1, i, 3, -1, 4, 2, 38
CC(C)CNC(=O)CN(c1cccc(Cl)c1)S(C)(=O)=O
  10, -1.0, 1, -3, i, 1, 0, 3, -1, 4
CCC(=O)Nc1nnc(SCC(=O)Nc2ccc(F)cc2)s1
  -3, 0.2, 1, 0, i, 23, -1, 0, 1, -8
O=C(CCN1C(=O)c2ccccc2C1=O)c1ccccc1
  10, -0.5, 0, -13, i, 6, -4, 0, 0, .
C[C@@H]1CN([C@H](C)CO)C(=O)c2cc(Br)cnc2O[C@@H]1CN(C)Cc1ccc(-c2ccccc2)cc1
  -7, -1.3, -8, -1, i, 10, -6, -3, -1, .
CCC(Oc1ccccc1)C(=O)OCC(=O)N(CC)c1c(N)n(Cc2ccccc2)c(=O)[nH]c1=O (stereo not given)
  7, -0.4, -4, 1, i, 6, 1, 3, 1, -10
Cc1cc(C)c(C(=O)C(C)OC(=O)Cn2cnc3c2c(=O)n(C)c(=O)n3C)cc1C (stereo not given)
  0, -2.0, 1, 1, i, 3, 1, -1, -2, -1
CC1=NN(c2ccccc2)C(=O)/C1=C\c1sccc1C
  3, 2.8, -3, -8, i, 10, -1, -2, 1, -1
CCC(Sc1nc(C)cc(C)n1)C(=O)Nc1cc(C)on1 (stereo not given)
  4, 1.9, -2, -4, i, 13, -2, 5, 0, -3
Cc1ccnc(NCc2cccc3ccccc23)c1
  6, 0.7, -7, 2, i, -6, 5, 1, 0, -4
CC(c1ccccc1)N(CC(=O)NC1CCCCC1)S(=O)(=O)c1cccc(C(F)(F)F)c1 (stereo not given)
  0, 3.9, -8, -2, i, 9, -1, -22, -2, -7
O=C(COC(=O)c1cc(S(=O)(=O)N2CCOCC2)ccc1Cl)Nc1ccc2c(c1)OCO2
  17, -0.3, -12, 4, i, -25, -3, -5, -3, -4
